# Source: PubChem (The Scripps Research Institute Molecular Screening Center)
# CHO parental Ca = counter-screen: ATP calcium response change in parental CHO cells; parental CHO-K1, ATP-induced calcium, Fluo-8 fluorescence; inhibition, % at 5.6 µM; 330,000 tested, 0.63% active;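 active means inhibition above that plate's mean sample inhibition plus 3 SD, cut at about 26% in these data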;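 further: 0% = ATP-challenged DMSO wells and 100% = DMSO wells without ATP; some compounds past the cut are filed as inactive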
#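 material = parental CHO cells | also added = ATP as calcium-mobilizing challenge | dosing = single point at 5.6 µM | detection = intracellular calcium via Fluo-8 no-wash fluorescent dye | read-out = % inhibition | benchmarks = low control ATP plus DMSO, high control DMSO only | repeats = one well per compound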
# CHO-K1 Ca PAM = nonselective activator or artifact in parental CHO-K1 calcium assay. AID 602247. activation, % at 3 µM. ATP EC20, Fluo-8 calcium fluorescence; 0% at ATP EC20, 100% at ATP max. 360,000 tested, 0.02% active;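 active means activation above the run cutoff, the mean activation of all test compounds plus 3 SD, cut at about 40% in these data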;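 further: peak over basal fluorescence ratio in a 140 s read after ATP addition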
# TAAR1 ag = human TAAR1 agonism; 360,000 tested, 0.99% active; Q96RJ0; CHO RD-HGA16 TAAR1, Fluo-8 calcium fluorescence; vehicle wells 0%, saturating PEA agonist 100%; activation, % at 3 µM;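 active means activation above the mean activation of all test compounds in the run plus 3 SD, cut at about 38% in these data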
#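 Signal – calcium-sensitive Fluo-8 signal, excitation 470-495, emission 515-575 nm · System – RD-HGA16 (CHO) cells co-expressing Gα16 and hTAAR1 · Incubation – 17-24 h seeding, 75 min 37 °C dye, 30 min RT · Compound dosing – 3 µM single concentration · Repeats – no replicates (n 1)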
# M1 ag parental = M1 agonist counterscreen hit in parental CHO-K1 cells; Fluo-8 calcium fluorescence; scaled to maximal ATP response, vehicle zero; activation, % at 3 µM; 360,000 tested, 0.48% active; in the data active means activation above about 15%;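 further: untransfected CHO-K1 host cells lacking M1 receptor as counterscreen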
# M1 ag = activates human CHRM1 receptor | CHO-K1 hM1, Fluo-8 calcium fluorescence, agonist mode; 0% DMSO, 100% acetylcholine EC100 | activation, % at 3 µM | 360,000 tested, 0.33% active | AID 588814;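 active means activation above the run's mean compound activation plus 3 SD, cut at about 16% in these data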;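 further: peak over basal fluorescence ratio within a 140 s kinetic read after compound addition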
# Target sequence (P11229 whole entry, looked up): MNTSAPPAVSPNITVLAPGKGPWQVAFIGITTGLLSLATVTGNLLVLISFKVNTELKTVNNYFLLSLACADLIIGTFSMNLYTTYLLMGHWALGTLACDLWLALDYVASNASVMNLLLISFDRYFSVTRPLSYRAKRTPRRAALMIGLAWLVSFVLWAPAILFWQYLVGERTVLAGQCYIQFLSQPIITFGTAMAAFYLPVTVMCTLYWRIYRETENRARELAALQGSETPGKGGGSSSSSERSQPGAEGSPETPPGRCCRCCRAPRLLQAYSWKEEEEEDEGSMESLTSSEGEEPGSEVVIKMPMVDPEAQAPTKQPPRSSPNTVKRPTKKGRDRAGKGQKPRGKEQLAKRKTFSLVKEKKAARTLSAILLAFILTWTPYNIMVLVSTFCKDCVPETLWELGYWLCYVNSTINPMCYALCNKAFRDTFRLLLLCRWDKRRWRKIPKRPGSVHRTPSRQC
# CHO-K1 Ca antag = M1 antagonist counterscreen hit in parental CHO-K1 cells. 360,000 tested, 0.6% active. ATP-induced calcium, Fluo-8 fluorescence. inhibition, % at 3 µM. AID 602250;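 active means inhibition above a per-plate cutoff, the plate's mean sample inhibition plus 3 SD, cut at about 24% in these data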;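 further: 0% = DMSO plus EC80 ATP and 100% = DMSO alone without ATP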
# M1 antag = blocks human M1 muscarinic receptor; CHO-K1 hM1, Fluo-8 calcium fluorescence, ACh EC80 antagonist; inhibition, % at 3 µM; P11229; 360,000 tested, 1.3% active;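 active means percent inhibition above its own plate's cutoff, namely the mean of that plate's compound wells plus 3 SD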;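 further: peak over basal fluorescence ratio during 140 s after agonist addition; 0% = ACh EC80 plus DMSO and 100% = DMSO alone without agonist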
# TAAR1 antag = antagonists of human TAAR1 | Q96RJ0 | CHO RD-HGA16 TAAR1, Fluo-8 calcium fluorescence, antagonist | inhibition, % at 3 µM | 360,000 tested, 1.5% active | AID 624466;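 active means inhibition above a per-plate cutoff, the mean inhibition of test compounds on that plate plus 3 SD, cut at about 49% in these data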;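 further: 0% = DMSO plus EC80 beta-PEA response and 100% = DMSO alone without agonist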
#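 Material: CHO RD-HGA16 cells bearing hTAAR1; compound dosing: one-point dosing, 3 µM nominal final; schedule: dye loading 75 min at 37 °C, then 30 min room temperature; measured by: calcium fluorescence with Fluo-8; control set: vehicle and agonist controls; replication: n of 1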
# OXTR potentiate = potentiators of human oxytocin receptor; P30559; CHO-OTR cells, Fluo-8 calcium fluorescence, potentiator mode; 0% = oxytocin EC15, 100% = EC100; activation, % at 3 µM; 320,000 tested, 0.061% active; AID 2445;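 active means activation above that plate's cutoff, the mean activation of tested compounds plus 3 SD, cut at about 6.6% in these data, passing the limit was not always enough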;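 further: 100% uses oxytocin at 75 nM as the full agonist control; some results filed as inactive read as strong as hits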
# Target sequence (P30559 whole entry, looked up): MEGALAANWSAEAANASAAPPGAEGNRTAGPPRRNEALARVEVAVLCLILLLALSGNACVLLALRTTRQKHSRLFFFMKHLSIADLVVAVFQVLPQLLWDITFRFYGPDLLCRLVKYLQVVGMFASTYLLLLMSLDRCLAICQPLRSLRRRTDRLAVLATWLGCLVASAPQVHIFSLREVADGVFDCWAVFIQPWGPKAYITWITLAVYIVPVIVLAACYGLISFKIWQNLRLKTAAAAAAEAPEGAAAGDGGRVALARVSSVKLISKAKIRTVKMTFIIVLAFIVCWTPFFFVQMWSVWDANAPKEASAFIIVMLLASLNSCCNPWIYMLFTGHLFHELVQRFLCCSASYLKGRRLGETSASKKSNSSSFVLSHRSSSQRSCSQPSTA
#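 System: human OTR in CHO cells; Also added: sub-maximal oxytocin, roughly EC15; Timing: compound 6 min at room temperature before oxytocin, 100 s read; Technique: Fluo-8 intracellular calcium fluorescence, ex 470-495, em 515-575 nm; Controls: oxytocin EC15 low and EC100 high; Replication: singlicate.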
# * = called active by the depositor; nt = no result given; & = joins results of further samples. Hits appear at their usual frequency; overall some 4.2% were active at least once.
item	Molecule	CHO parental Ca	CHO-K1 Ca PAM	TAAR1 ag	M1 ag parental	M1 ag
1	COCCNc1nc(Nc2ccccc2Cl)c2sccc2n1	nt	3	1	6.3	-1
2	O=C1c2ccccc2-c2nc3ccccc3n21	7&-10	5&17	0&6	4.6&0.3	1&-2
3	Cc1ccccc1NC(=O)c1cc(S(=O)(=O)N2CCOCC2)ccc1F	-1	9	7	0.8	5
4	O=C(CSc1nnc2n(C3CCCC3)c(=O)c3ccccc3n12)N1CCCCCC1	-29	9	7	-0.4	-9
5	COCCCn1c(SCC(=O)NC2CCCC2)nnc1-c1ccccc1	-6	14	1	0.2	-6
6	Cc1cc2n(n1)SC(Nc1ccc(F)cc1)N2 (stereo not drawn)	1	18	4	0.5	0
7	CCOC1=C2CN(S(=O)(=O)c3ccc(C)cc3)[C@H](c3ccccc3)C[C@@H]2N(S(=O)(=O)c2ccc(C)cc2)[C@H](c2cccc(C)c2)C1	nt	17	0	0.5	1
8	CC1CCN(c2c(NCc3ccc(C(=O)NCCc4ccc(Cl)cc4)cc3)c(=O)c2=O)CC1	-5	16	-1	-0.2	-4
9	COc1cc(/C=C2\SC(=S)N(NS(=O)(=O)c3ccc(C)cc3)C2=O)cc(OC)c1OC	-19	-3	0	-0.1	-7
10	CCN1CCCC(CO)(Cc2ccccc2)C1 (stereo not drawn)	4	8	3	0.0	-14
11	CCOC(=O)C1CCN(S(=O)(=O)c2ccc(OC)c(C(=O)N3CCCCCC3)c2)CC1	-19	-10	1	0.1	-7
12	C/C(=N\NC(=O)OC(C)(C)C)c1ccccc1Br	10	14	1	0.3	0
13	CC(C)C(OC(=O)/C=C/c1ccc2c(c1)OCO2)C(=O)NC(N)=O (stereo not drawn)	-5	17	2	0.8	-2
14	COc1ccc(S(N)(=O)=O)cc1C(N)=O	-7	22	2	1.1	-7
15	CCC(C)(C)NC(=O)C(c1cccc(OC)c1OC)N(CCC(C)C)C(=O)CCC(=O)Nc1cc(C)on1 (stereo not drawn)	-21	26	-1	-0.3	-8

item	CHO-K1 Ca antag	M1 antag	TAAR1 antag	OXTR potentiate
1	1	-8	30	nt
2	-12&-6	17&-2	-21&-25	-8&0
3	-9	2	8	-3
4	-6	0	-18	9
5	-4	-5	3	1
6	-4	-5	-2	-1
7	8	-10	-15	nt
8	-4	-15	-20	-1
9	-7	-13	-25	-2
10	4	0	-14	-19
11	-3	12	-11	5
12	-16	17	-24	-7
13	-6	-3	2	-10
14	-10	-9	-14	-1
15	-10	-6	-8	-5

# The results go on:
item	Molecule	CHO parental Ca	CHO-K1 Ca PAM	TAAR1 ag	M1 ag parental	M1 ag
16	Cc1nc(-c2cc(-c3ccc(Cl)cc3)no2)cs1	-9	-9	3	2.9	-2
17	CC(=O)c1ccc(NC(=O)Nc2ccc([N+](=O)[O-])cc2)cc1	35*	10	2	2.0	-1
18	CCCn1c(N)c(N(CCOC)C(=O)CSc2cc(C)c3ccccc3n2)c(=O)[nH]c1=O	nt	-5	2	0.6	-4
19	COc1ccc(S(=O)(=O)CCC(=O)N2CCN(c3ccc(C(C)=O)cc3)CC2)cc1	-14	-16	3	8.7	-1
20	CCOCCCNC(=O)COC(=O)/C=C/c1ccc(S(=O)(=O)N2CCc3ccccc32)cc1	3	-3	5	1.7	-9
21	Cn1c(=O)[nH]c(=O)c2c1nc(N/N=C/c1ccncc1)n2Cc1ccc(F)cc1	-27	21	-2	-0.1	-2
22	COc1ccccc1-c1c(C)nn2c(N)c(-c3ccc(Cl)cc3)cnc12	-10	24	1	-0.5	0
23	CC(=O)OCC(=O)Nc1ccc(C(C)=O)cc1	-2	18	4	0.2	-1
24	Cc1ccc(-c2cn3cccnc3n2)cc1	-5	-15	-2	0.3	-4
25	CCC(C)[C@H](NC(=O)C1CC(=O)N(c2ccc3c(c2)OCO3)C1)C(=O)NC1CCCCC1 (stereo partly drawn)	-3	0	-1	3.0	-2
26	Cc1ccccc1NC1=NS(=O)(=O)c2ccccc21	-8	15	5	0.0	-5
27	CCOC(=O)C1CCN(C(=O)c2ccc(Br)o2)CC1	-2	9	2	-0.2	-2
28	O=C(COc1nncc2ccccc12)NCCC1=CCCCC1	-10	-8	6	0.1	-4
29	COc1ccc(NC(=O)c2cc(C3CCCCN3C(=O)OCC(C)C)on2)c(C)c1 (stereo not drawn)	nt	26	3	0.9	-7
30	Cc1cc(OC(=O)c2cccc(C(F)(F)F)c2)c([N+](=O)[O-])c(=O)[nH]1	-6	14	0	0.2	0

item	CHO-K1 Ca antag	M1 antag	TAAR1 antag	OXTR potentiate
16	-14	7	6	-7
17	-12	-16	-7	-13
18	-17	-4	-14	nt
19	0	20	-3	-11
20	11	0	6	-3
21	-18	-10	-27	-5
22	-8	-25	7	-7
23	-11	-19	-5	-9
24	-5	-6	-12	0
25	-16	-7	2	1
26	-3	-5	-3	-2
27	8	0	-23	-2
28	-3	-9	-16	-7
29	-15	-11	-7	nt
30	-6	5	-4	-3

# (cont.)
item	Molecule	CHO parental Ca	CHO-K1 Ca PAM	TAAR1 ag	M1 ag parental	M1 ag
31	Cc1cccc(OCc2nnc(SCC(=O)N3CCN(c4ccccc4)CC3)o2)c1C	-14	16	4	0.5	-4
32	O=c1cc2oc3cc(O)c(O)cc3c(-c3ccccc3[N+](=O)[O-])c-2cc1O	14	-9	1	-0.8	-3
33	CN(C)CCNc1ncnc2c1ncn2[C@H]1CN(Cc2cccnc2)C[C@@H](CO)O1	nt	10	0	-0.1	-3
34	Clc1ccc(CSc2nncn2-c2ccc3c(c2)OCCO3)cc1	-11	18	8	7.0	-2
35	CCOc1ccccc1C(=O)OCC(=O)Nc1ncc(C(F)(F)F)cc1Cl	-15	-7	-2	-0.1	-7
36	COc1ccc(/C=C/C2=NN(Cc3ccccc3)C(=O)CC2)cc1	-18	16	8	2.1	-8
37	CCOC(=O)c1cnc2ccc(Br)cc2c1NCC(C)O (stereo not drawn)	nt	23	12	0.6	-3
38	O=C(NC(=S)Nc1ccccc1N1CCOCC1)c1ccc(-c2cccc(Cl)c2)o1	4	10	3	0.1	-6
39	N#C/C(=C/c1ccc(N2CCCCC2)o1)C(=O)Nc1ccc2ccccc2c1	nt	-13	268*	266*	240*
40	CC(C)(C)c1ccc(S(=O)(=O)N2CCCCC2C(=O)NCc2ccccn2)cc1 (stereo not drawn)	-13	17	0	0.8	-6
41	CCOC(=O)c1c(NC(=O)C2c3ccccc3Oc3ccccc32)sc(C(C)=O)c1C	-17	-7	-1	-0.7	-1
42	COc1cccc(CN2CC(C(=O)NCCN3CCOC3=O)CCC2=O)c1 (stereo not drawn)	-17	5	2	0.0	-3
43	O=S(=O)(c1ccc(OC(F)(F)F)cc1)N1CCCC(c2ccccc2)C1 (stereo not drawn)	-5	-8	1	1.1	-1
44	CCN(CC)CCCNC(=O)c1cc2c(=O)n(C)c3ccccc3c2n1C	-4	-6	1	0.1	-14
45	Cc1ccc([C@H]2C[C@H](O)[C@@H](n3cc(C4CC4)nn3)CN2Cc2cccs2)cc1	nt	31	41*	1.4	9

item	CHO-K1 Ca antag	M1 antag	TAAR1 antag	OXTR potentiate
31	-6	-6	4	-8
32	8	5	-5	-9
33	-6	-17	3	nt
34	2	-9	-22	-7
35	-1	1	12	2
36	-10	3	-5	-26
37	-16	-10	-13	nt
38	-15	3	-15	-10
39	85*	87*	107*	nt
40	-3	-2	-14	-9
41	8	-27	-17	0
42	-12	-4	-26	0
43	4	-12	7	-9
44	4	-6	-4	-2
45	-15	-15	41	nt

# Full records, looked up by structure. Order of values: CHO parental Ca | CHO-K1 Ca PAM | TAAR1 ag | M1 ag parental | M1 ag | CHO-K1 Ca antag | M1 antag | TAAR1 antag | OXTR potentiate
# CCN(CC)CCCNC(=O)c1cc2c(=O)n(C)c3ccccc3c2n1C is entered as -4 | -6 | 1 | 0.1 | -14 | 4 | -6 | -4 | -2
# CN(C)CCNc1ncnc2c1ncn2[C@H]1CN(Cc2cccnc2)C[C@@H](CO)O1 is entered as nt | 10 | 0 | -0.1 | -3 | -6 | -17 | 3 | nt
# O=C(NC(=S)Nc1ccccc1N1CCOCC1)c1ccc(-c2cccc(Cl)c2)o1 is entered as 4 | 10 | 3 | 0.1 | -6 | -15 | 3 | -15 | -10
# N#C/C(=C/c1ccc(N2CCCCC2)o1)C(=O)Nc1ccc2ccccc2c1 is entered as nt | -13 | 268* | 266* | 240* | 85* | 87* | 107* | nt
# Cc1cccc(OCc2nnc(SCC(=O)N3CCN(c4ccccc4)CC3)o2)c1C is entered as -14 | 16 | 4 | 0.5 | -4 | -6 | -6 | 4 | -8

# The list goes on:
item	Molecule	CHO parental Ca	CHO-K1 Ca PAM	TAAR1 ag	M1 ag parental	M1 ag
46	O=C(CCN1C(=O)/C(=C/c2ccc(F)cc2)SC1=S)NNC(=O)c1ccncc1	7	15	9	5.3	-3
47	CC(C)CCn1c(CN2CC(C)OC(C)C2)nc2c1c(=O)n(C)c(=O)n2C (stereo not drawn)	-7	19	0	0.5	-2
48	Cc1ccc(C)c(CN2C(=O)CSc3ccc(C(=O)NCCN4CCOCC4)cc32)c1	-46	12	2	1.4	-10
49	Cc1cc(NC(=O)C2CCCCC2)nc2c1c(=O)oc1ccccc12	-7	18	20	0.8	-2
50	COc1cccc2[nH]c3c(N4CCC(C(N)=O)CC4)ncnc3c12	-11	14	11	1.0	-5
51	COc1cc([C@H]2Oc3c(OC)cc(CCCO[C@@H]4O[C@H](CO)[C@@H](O)[C@H](O)[C@H]4O)cc3[C@@H]2CO)ccc1O	4	16	2	0.6	-1
52	Cc1ccccc1-n1nc2c(c1NC(=O)c1c(-c3ccccc3Cl)noc1C)CSC2	-15	7	2	-0.1	-3
53	Cc1cccc(N2C(=O)c3ccc(Br)cc3C2=O)n1	1	7	6	0.2	-4

item	CHO-K1 Ca antag	M1 antag	TAAR1 antag	OXTR potentiate
46	-7	6	14	-12
47	-6	-13	-16	2
48	-12	-5	5	-7
49	-9	8	2	-11
50	-26	-7	6	-1
51	-5	-15	-22	-5
52	-7	-7	-2	-2
53	10	-12	-7	-1
